Screening data: PubChem, Johns Hopkins Ion Channel Center
CHT allo act: allosteric activators of human choline transporter CHT. CHT-expressing cells, membrane potential dye, choline EC20; hits give high values; LV-AA mutant CHT in HEK293 cells. B-score at 10 µM. 310,000 compounds, 0.49% hits;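 active means initial fluorescence not abnormally high and integrated response B-score, plate-corrected, over 3 SD above library mean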
Target sequence (Q9GZV3 whole entry, looked up): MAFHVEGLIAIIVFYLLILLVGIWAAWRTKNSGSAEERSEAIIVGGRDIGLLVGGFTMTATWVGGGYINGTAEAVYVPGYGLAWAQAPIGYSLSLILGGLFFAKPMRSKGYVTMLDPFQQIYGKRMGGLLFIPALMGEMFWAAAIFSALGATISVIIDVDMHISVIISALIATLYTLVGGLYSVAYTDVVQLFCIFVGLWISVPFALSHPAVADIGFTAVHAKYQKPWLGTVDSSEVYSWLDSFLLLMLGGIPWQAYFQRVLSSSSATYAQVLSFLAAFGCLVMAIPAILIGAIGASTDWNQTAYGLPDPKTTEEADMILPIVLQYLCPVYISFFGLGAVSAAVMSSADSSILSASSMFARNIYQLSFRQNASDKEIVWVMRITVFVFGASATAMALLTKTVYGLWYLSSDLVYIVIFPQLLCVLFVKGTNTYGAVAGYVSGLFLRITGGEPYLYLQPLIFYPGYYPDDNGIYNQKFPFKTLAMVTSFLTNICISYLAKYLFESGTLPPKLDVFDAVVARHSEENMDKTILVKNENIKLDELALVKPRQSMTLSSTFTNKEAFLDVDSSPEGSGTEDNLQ
CHT block: human CHT choline transport inhibition; AID 488975; Q9GZV3; 310,000 compounds, 0.86% hits; B-score at 10 µM; CHT-expressing cells, membrane potential dye, choline response; hits give low values;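 active means B-score over 3 SD under the library average, and starting fluorescence ratio not unusually high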;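 further: choline stimulus applied at its EC90 after an EC20 pre-addition; B-score computed on integrated fluorescence ratio after choline addition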
Calls only; i = inactive.

no.	canonical_smiles	CHT allo act	CHT block
1	Cc1c(C(=O)N2CCN(Cc3ccc4c(c3)OCO4)CC2)cccc1[N+](=O)[O-]	i	i
2	COc1ccc(CN2CCN(S(=O)(=O)c3ccc(F)cc3)CC2)cc1OC	i	i
3	COc1cc(NS(=O)(=O)c2ccc(NC(=O)COc3ccc(C)cc3C)cc2)nc(OC)n1	i	i
4	S=C(NCc1ccco1)Nc1ccc(Oc2ccc(Cl)cc2)cc1	i	i
5	CC1CCN(CCOc2ccc(C(=O)c3ccccc3)cc2)CC1	i	i
6	O=C(Nc1cccc(S(=O)(=O)NC2=NCCC2)c1)c1cc(-c2ccco2)nc2ccccc12	i	i
7	CC(C)CCN(C(=O)CNC(=O)c1ccco1)C(C(=O)NC1CCCCC1)c1ccco1 (centres undefined)	i	i
8	CCN(C(=O)[C@@H]1CCCN1C(=O)c1cccs1)c1nc2cc(Cl)ccc2s1	i	i
9	Cc1sc2ncn(CC(=O)NCCCC(=O)N3CCN(c4ccccc4)CC3)c(=O)c2c1C	i	i
10	CCCCC(=O)NS(=O)(=O)c1ccc(NS(C)(=O)=O)cc1	i	i
11	Cc1cccc(NC(=O)NCCc2ccc(Cl)cc2)c1	i	i
12	O=C(Nc1ccccc1F)NC1CCN(Cc2nnnn2Cc2ccc(F)cc2)CC1	i	i
13	CCn1c(COc2ccccc2)nnc1SCC(=O)C(C)(C)C	i	i
14	O=C(NCc1nnc(SCC(=O)N2CCCCC2)o1)c1c(F)cccc1Cl	i	i
15	O=C(CSc1ccc(-c2ccc(Br)cc2)nn1)NC1CCCC1	i	i
16	COc1ccc(CN(C2CCCC2)S(=O)(=O)c2ccc(-n3cnnn3)c(OC)c2)cc1OC	i	i
17	CCc1nc(-c2ccccc2)cc(=O)[nH]1	i	i
18	O=C(NCc1ccccc1)C1=C[C@@H](C2CC2)C[C@@H](OCCCCO)O1	i	i
19	Cc1cccc(N2CCN(C(=O)c3cn(C)c(=O)c4c3c3ccccc3n4C)CC2)c1C	i	i
20	CCOC(=O)C(C)Oc1cccc2c(=O)n(CC(=O)NCc3ccc4c(c3)OCO4)ccc12 (centres undefined)	i	i
21	COc1ccc(COc2cc(-c3cccc(OC)c3)nc3ccc(NC(=O)C(C)C)cc23)cc1	i	i
22	COc1ccc(NC(=O)CCn2cccc2)cc1	i	i
23	CCOC(=O)COc1ccc(C2NC(C(=O)O)CS2)cc1 (centres undefined)	i	i
24	CCOc1ccc(N(CC(=O)N2CC=C(c3ccccc3)CC2)S(=O)(=O)c2c(C)noc2C)cc1	i	i
25	CN(C)c1nc(SCC#N)nc(N(C)C)n1	i	i
26	CN1CCN(C(=O)COCc2cc(-c3ccc4c(c3)OCO4)on2)CC1	i	i
27	O=C(NCC(=O)N(c1ccc2c(c1)OCO2)C(C(=O)NC1CCCC1)c1cccs1)c1ccco1 (centres undefined)	i	i
28	O=[N+]([O-])c1ccc(O)c(/C=N\N=C2c3ccccc3-c3ccccc32)c1	i	i
29	CCOc1ccccc1C(=O)NCCC(=O)O	i	i
30	Cc1ccc([N+](=O)[O-])cc1S(=O)(=O)N1CCCC1	i	i

Entries of single compounds as entered above. Order of values: CHT allo act | CHT block
O=C(CSc1ccc(-c2ccc(Br)cc2)nn1)NC1CCCC1 in the list: i | i
CCc1nc(-c2ccccc2)cc(=O)[nH]1 in the list: i | i

Following part
no.	canonical_smiles	CHT allo act	CHT block
31	CC(O)CNC(=O)Cc1cc(=O)[nH]c(=O)[nH]1 (centres undefined)	i	i
32	CN(C)c1ccc(N/C=C/C(=O)c2ccc(F)cc2)cc1	i	i
33	N#CC(=C=[N-])c1nc2ccccc2nc1-[n+]1cccc(NC(=O)c2ccc(F)cc2)c1	i	i
34	Cc1cc2cc(CNC(=O)Cc3ccc([N+](=O)[O-])cc3)ccc2[nH]1	i	i
35	Cc1ccc2[nH]c(=O)c(C(c3nnnn3C(C)(C)C)N3CCN(C(=O)c4ccco4)CC3)cc2c1 (centres undefined)	i	i
36	COc1ccc(C(=O)NC(C(=O)N2CCN(c3ccccc3O)CC2)C(C)C)cc1 (centres undefined)	i	i
37	Cc1c(C(=O)C(=O)N2CCN(C)CC2)c2ccccc2n1C	i	i
38	COc1ccc(C(=O)OCN2C(=O)c3ccccc3C2=O)cc1	i	i
39	COc1ccc(-n2nc3c(c2NC(=O)C2CC(=O)N(c4ccccc4)C2)CS(=O)(=O)C3)cc1 (centres undefined)	i	i
40	Cc1ccc(S(=O)(=O)N2CCOCC2)cc1NC(=O)CNCC1CCCCC1	i	i
41	COc1ccc(C2(C(N)=O)CCCCC2)cc1OC	i	i
42	CC1Cc2ccccc2N1S(=O)(=O)c1cnc(Cl)c(Cl)c1 (centres undefined)	i	i
43	O=C(CCN1CCOCC1)Nc1cc(C(=O)Nc2ccccc2F)ccc1N1CC2CC(C1)c1cccc(=O)n1C2 (centres undefined)	i	i
44	Cc1ccc(S(=O)(=O)Nc2ccc(-n3c(C)nc4ccccc4c3=O)cc2)cc1	i	i
45	Cc1ccc(-c2noc(CSc3nnc(Cc4ccccc4)n3-c3cccc(C)c3)n2)cc1	i	i
46	O=C1C(=O)N(Cc2cccnc2)C(c2ccccn2)/C1=C(/O)c1ccccc1 (centres undefined)	i	i
47	CC(C)CC(=O)N1CCN(Cc2ccc(C(F)(F)F)cc2)CC1	i	i
48	COc1ccc(-c2nnc(SCCC(=O)O)n2-c2ccccc2)cc1OC	i	i
49	CCc1ccccc1NC(=O)N1CCCC(CCC(=O)N(C)CCc2ccccn2)C1 (centres undefined)	i	i
50	Cc1cccn2c(N)c(-c3ccccc3)nc12	i	i

Among those listed so far, six have an aryl thioether with sulfur outside any ring.
no.	canonical_smiles	CHT allo act	CHT block
13	CCn1c(COc2ccccc2)nnc1SCC(=O)C(C)(C)C	i	i
14	O=C(NCc1nnc(SCC(=O)N2CCCCC2)o1)c1c(F)cccc1Cl	i	i
15	O=C(CSc1ccc(-c2ccc(Br)cc2)nn1)NC1CCCC1	i	i
25	CN(C)c1nc(SCC#N)nc(N(C)C)n1	i	i
45	Cc1ccc(-c2noc(CSc3nnc(Cc4ccccc4)n3-c3cccc(C)c3)n2)cc1	i	i
48	COc1ccc(-c2nnc(SCCC(=O)O)n2-c2ccccc2)cc1OC	i	i

(list continues)
no.	canonical_smiles	CHT allo act	CHT block
51	O=C(CSc1nnc(C2CC2)n1Cc1ccccc1)Nc1cccnc1Cl	i	i
52	COc1ccc(C2c3[nH]c4ccccc4c3C[C@H]3C(=O)N(C4CCN(Cc5ccccc5)CC4)CC(=O)N23)c(OC)c1 (some centres undefined)	i	i
53	CC1=CC2=NC(=O)/C(=C\c3cc(C)n(-c4cccc(Cl)c4)c3C)C(=N)N2O1	i	i
54	O=C(Nc1cccnc1)c1ccc(Cl)cc1[N+](=O)[O-]	i	i
55	COc1ccc(S(=O)(=O)Nc2ccccc2OC)cc1NC(=O)c1cc2ccccc2oc1=O	i	i
56	Clc1ccc(Oc2nc(N3CCOCC3)nc(N3CCOCC3)n2)cc1	i	i
57	COc1ccc(N=Nc2nc3cc(Br)c(Br)cc3n2C)c(OC)c1	i	i
58	CC(Sc1ccccc1)C(=O)NCCc1ccccc1 (centres undefined)	i	i
59	Cc1c(-c2ccccc2)[n+](=O)c2c(n1[O-])CCCC2	i	i
60	O=C(Cc1ccc(Cl)cc1)Nc1ccccc1C(=O)N1CCCCC1	i	i
61	COc1ccc(CCNC(=O)c2ccc3c(c2)NC(=O)C(N2CCOCC2)S3)cc1OC (centres undefined)	i	i
62	COc1ccc(Oc2cn[nH]c2-c2ccc(OC)cc2O)cc1	i	i
63	Nc1ccc(CCC(=O)N2CCCC2)cc1	i	i
64	O=C(Cn1cnc2c(cnn2-c2ccccc2)c1=O)Nc1cc(S(=O)(=O)N2CCOCC2)ccc1Cl	i	i
65	Cn1cnnc1SCC(C)(C)NS(=O)(=O)c1ccc(Cl)cc1	i	i
66	CCC(=O)Nc1ccc2c(c1)nc1n2CCN(C2CCCCC2)C1	i	i
67	O=C(NCCCN1CCc2ccccc2C1)C1CCN(S(=O)(=O)N2CCCC2)CC1	i	i
68	COC(=O)c1cc(NC(=O)c2cccs2)ccc1N1CCOCC1	i	i
69	CN(C)c1cc(Nc2ccc(O)cc2)c([N+](=O)[O-])c2nonc12	i	i
70	CSc1ccc(/C=N/n2c(C3CCCCC3)n[nH]c2=S)cc1	i	i
71	CN(C)C(=O)c1c2c(nc3ccccc13)CCCC2	i	i
72	CCOc1ccc(-c2c(C(=O)N/N=C/c3ccsc3)nnn2-c2nonc2N)cc1	i	i
73	COc1cccc(-c2cc(-c3cccnc3)c(C#N)c(N)n2)c1	i	i
74	Cc1ccccc1SCC(=O)OCC(=O)Nc1ccc(N(C)C)cc1	i	i
75	CCOC(=O)CN1C(=O)N[C@@H](CCc2ccccc2)[C@@H](C(=O)OC)[C@H]1C	i	i
76	CCN1C(=NCc2cc(OC)c(OC)c(OC)c2)N[C@@H](c2ccccc2)[C@H](C(=O)OC)[C@H]1C	i	i
77	Cc1cccc(OCC(=O)Nc2ccc(S(=O)(=O)N3CCN(C)CC3)cc2)c1	i	i
78	CC1CCCN(S(=O)(=O)c2ccc3c(c2)c(=O)nc2ccccn23)C1 (centres undefined)	i	i
79	Nc1cc(=O)n(Cc2ccccc2)c(=O)n1-c1ccc(Cl)cc1	i	i
80	CC(=NC1CCCC1)c1c(C)[nH]n(-c2nc3ccccc3s2)c1=O	i	i
81	COc1ccccc1-c1c(C)nn2c(N3CCC4(CC3)OCCO4)cc(C)nc12	i	i
82	CC(=O)N1CCC(O)(c2cccc(C(F)(F)F)c2)CC1	i	i
83	Cc1ccc(NC(=O)NC2CCCCC2)cc1Cl	i	i
84	O=C(Nc1ccc(S(=O)(=O)N2CCOCC2)cc1)C1CC1	i	i
85	CCC(=O)Oc1ccc(C(=O)Nc2ccccc2C(=O)NCC(C)C)cc1	i	i
86	COc1cccc(CN2CCNC(=O)C2CC(=O)N(C)CC2CCOCC2)c1OC (centres undefined)	i	i
87	O=C(NC1CCCC1)C(c1ccc(N2CCOCC2)cc1)N(C(=O)c1ccco1)c1ccccc1F (centres undefined)	i	i
88	COc1ccc(/C=C2\CCc3ccccc3C2=O)cc1OC	i	i
89	COc1ccc(NC(=O)CCCNC(=O)Cn2cnc3sc(C)c(C)c3c2=O)cc1Cl	i	i
90	O=C(COC(=O)c1cc(S(=O)(=O)N2CCOCC2)ccc1O)NCCc1ccccc1	i	i
91	CCCC(C)C(=O)Nc1cc([N+](=O)[O-])ccc1Cl (centres undefined)	i	i
92	COc1ccc(C(=O)Nc2ccc(S(=O)(=O)N3CCCC3)cc2)cc1	i	i
93	CCOc1ccc(-c2ccc(NS(=O)(=O)c3ccc([N+](=O)[O-])cc3)cc2)nn1	i	i
94	COc1ccc(S(=O)(=O)N2CCCCCC2)cc1C(=O)N(C)Cc1ccc(OC)c(OC)c1OC	i	i
95	Cc1c(C(=O)NC2CCCc3ccccc32)oc2ccc(S(=O)(=O)N3CCCC3)cc12 (centres undefined)	i	i
96	Cc1ccc(CNC(=O)CCN2C(=O)[C@@H]3Cc4ccccc4CN3C2=O)cc1	i	i
97	O=C(OCCCN=C1NS(=O)(=O)c2ccccc21)c1ccc(F)cc1	i	i
98	Cc1c(C)c2ccc(OCC(=O)N3CCN(c4ccccc4)CC3)cc2oc1=O	i	i
99	Cc1cccc(CN2C(=O)CCSc3ccc(Cl)cc32)c1	i	i
100	Cc1ccc(C2(C)NC(=O)N(CC(=O)Nc3ccc(-c4nc5ccc(C)cc5s4)cc3)C2=O)cc1 (centres undefined)	i	i

More records follow.
no.	canonical_smiles	CHT allo act	CHT block
101	CC(C)(CC(=O)O)CC(=O)O	i	i
102	O=C(c1ccc(-c2ccccc2)cc1)c1ccc([N+](=O)[O-])cc1	i	i
103	CSc1ccc(/C=N/NC(=O)c2ccccc2Cl)cc1	i	i
104	C=CCn1c(-c2cccc3ccccc23)n[nH]c1=S	i	i
105	CCCC1(CCC)NC(=O)NC1=O	i	i
106	O=C(COC(=O)CCCc1nc2ccccc2s1)Nc1ncc(Cl)cc1Cl	i	i
107	Cc1ccccc1NCCC(=O)Nc1ccc(F)cc1	i	i
108	Cc1cc(OCC(O)CN2CCOCC2)cc(C)c1Cl (centres undefined)	i	i
109	COc1ccc(/C=N/OCC(=O)N2CC3(C)CC2CC(C)(C)C3)cc1 (centres undefined)	i	i
110	COc1ccc(C(=O)C2CCCN(Cc3ccc(Sc4nncn4C)o3)C2)cc1F (centres undefined)	i	i
111	C/C(=N\NC(=O)CNc1ccc(F)cc1)c1cc2ccccc2o1	i	i
112	O=c1c(-c2ccc(O)cc2)coc2cc(OC3OC(CO)C(O)C(O)C3O)cc(O)c12 (centres undefined)	i	i
113	COc1ccccc1NC(=O)c1ccc2nc(-c3ccccc3)c(-c3ccccc3)nc2c1	i	i
114	CCCN(CCC)C(=O)c1cn(CC)c2ccc(S(=O)(=O)N3CCCCC3)cc2c1=O	i	i
115	CN(C)CCCN(C(=O)COc1ccccc1)c1nc2ccc(Cl)cc2s1	i	i
116	COc1ccccc1OCc1nc(C#N)c(N2CCCC2)o1	i	i
117	C#CCOCCOCCOCCNc1nc(N2CCN(C(=O)Cn3cc(CCCN=C(N)N)nn3)CC2)nc(N2CCN(C(=O)[C@H](CCCCN)n3cc(CC(C)O)nn3)CC2)n1 (some centres undefined)	i	i
118	CCC(=O)Nc1ccc(C(=O)NNC(=O)c2ccc(C)cc2)cc1	i	i
119	O=C(Nc1ccc(Cl)cc1)c1cc(S(=O)(=O)Nc2ccccn2)ccc1Cl	i	i
120	CCCN(Cc1ccc(N(C)C)cc1)CC1CC1	i	i
121	CC(=O)c1cccc(NC(=O)C2CCCN2S(=O)(=O)c2cccc3nsnc23)c1 (centres undefined)	i	i
122	O=C(COC(=O)C1(c2ccccc2F)CCCC1)Nc1ncc(C(F)(F)F)cc1Cl	i	i
